# ERK EGF inh: qHTS Assay for Inhibitors of the ERK Signaling Pathway using a Homogeneous Screening Assay; Stimulation with EGF; HEK293-V1b, EGF-stimulated phospho-ERK AlphaScreen; Potency, µM (series often up to 11.5 µM), for the others: at the highest dose activity change, negative = inhibition, most hits filed as inhibitors; 130,000 tested, 0.41% active; AID 1454, 2008; active = well fitted inhibition curve with a large enough effect; inconclusive = small, poorly fitted or top-dose-only effect, or effect the other way;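 note: plate controls were stimulated vehicle wells for no effect and unstimulated vehicle basal for full effect; nearly all actives have a fitted effect of over 55% in size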
#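 Phospho-ERK1/2 measured by AlphaScreen (SureFire) after 5 min 25 nM EGF stimulation of V1b-expressing HEK293 cells preincubated 30 min at 37C with titrated compounds; data scaled to DMSO and EGF controls, Hill-fitted AC50.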
# * marks the source's active call; other numbers are inactive results; ? = inconclusive; [ ] = remark or other dose. Potency is the fitted concentration of half-maximal effect. Some of the compounds tested; rates above refer to the full screens.
SMILES,ERK EGF inh
O=C(NCc1cccc(CNC(=O)C(=O)NCC2CCCO2)c1)C(=O)NCC1CCCO1 (centres undefined),-3%
NC(=O)Nc1cc(Cl)ccc1Cl,11%[57.5 µM]
O=C(O)c1ccc(N2C(=O)c3ccc(C(=O)c4cccc([N+](=O)[O-])c4)cc3C2=O)cc1,-4%
CCN(CC)S(=O)(=O)c1cccc(-c2csc(C)n2)c1,-6%[57.5 µM]
C/C(CCC(C)C)=N\NS(=O)(=O)c1ccc(C)c([N+](=O)[O-])c1,-1%[57.5 µM]
COc1ccc(OC2C(=O)N(c3ccc(C)c(C)c3)C2c2ccc(OC)c(OC)c2)cc1 (centres undefined),-1%
CCN(CC)S(=O)(=O)c1ccc(C(=O)NCCCN=C2NS(=O)(=O)c3ccccc32)cc1,6%
C=CCNC(=O)c1c(C(F)(F)F)nn(C)c1Cl,-4%
COC(=O)NC1CSCC1OC(=O)c1ccc(Br)cc1 (centres undefined),6%
Cc1cc2cc(CNC(=S)Nc3ccc(OC(F)F)cc3)ccc2[nH]1,-4%
CC(C)(C)C(=O)NC(=O)Nc1ccccc1C(F)(F)F,-4%[57.5 µM]
COCCNC(=O)CSc1nc2cc(OC)c(OC)cc2c(=O)n1CCc1ccc(S(N)(=O)=O)cc1,-2%
CCN(CC)CCCN=C(N)N,8%[57.5 µM]
Cc1cccc(C)c1NCc1nnc(SCC(=O)Nc2nc(-c3ccccc3)cs2)n1-c1ccccc1,5%
Cc1cc(-c2ccccc2)nc(N(C)C)c1S(C)(=O)=O,-7%
O=C(O)c1ccccc1Sc1ncnc2sccc12,7%[57.5 µM]
Brc1ccc(CSc2nnc3ccccn23)cc1,8%
COc1ccc(-c2nn(C)c(=O)c3ccccc23)cc1CNC(=O)C1CCCCC1,1%[57.5 µM]
O=c1nccc(SCc2ccc(Cl)cc2Cl)[nH]1,4%[57.5 µM]
Cc1nccn1S(=O)(=O)c1cc([N+](=O)[O-])ccc1Cl,5%
Cc1ccc(C(=O)NCCCN2CCOCC2)o1,2%
CCOC(=O)C1C2C=CC3(CN(Cc4ccco4)C(=O)C13)O2 (centres undefined),3%
CCCc1cc(=O)[nH]c(Nc2ccc(Cl)cc2)n1,-13%
CC12CN(NC(=O)c3ccc(Cl)cc3)C3(C#N)CC1CCC23C (centres undefined),-5%
COc1ccccc1N1CCN(C(=O)/C=C/c2ccco2)CC1,-4%
Cc1ccc(N(C(=O)Cn2nnc(-c3ccc(F)cc3)n2)C(C(=O)NC(C)(C)C)c2ccncc2)cc1 (centres undefined),37%
COc1ccc(/C(N)=N/OC(=O)CCCc2ccccc2)cc1OC,5%
CCC(=O)c1ccc(O)c(OC)c1,4%[57.5 µM]
CC(=O)C1=C(O)C(=O)N(c2cccc(C(=O)O)c2)C1c1ccccc1F (centres undefined),-1%
COc1ccc(NC(=O)[C@@H](NC(=O)c2ccccc2F)C(C)C)cc1S(=O)(=O)N1CCOCC1,-1%
O=C(COc1ccc(S(=O)(=O)N2CCCC2)cc1)NCC1CCCO1 (centres undefined),-3%
O=C(Cc1cccc2ccccc12)Nc1ccc(N2CCOCC2)cc1,7%
CCc1cc(-c2n[nH]c(C)c2-c2nc3ccccc3n2C)c(O)cc1O,3%
Cc1ccc(NC(=O)Nc2ccnc(-c3cccnc3)n2)cc1,-4%
CC(=O)c1cc2c(cc1N/C(=N/S(=O)(=O)c1ccccc1)c1ccc(Cl)cc1)OCO2,16%
Cc1ccc(S(=O)(=O)N2CCOCC2)cc1C(=O)NNC(=O)c1ccoc1C,?

# Taken from above.
# Under ERK EGF inh, NC(=O)Nc1cc(Cl)ccc1Cl shows 11%[57.5 µM]
# Under ERK EGF inh, Cc1ccc(NC(=O)Nc2ccnc(-c3cccnc3)n2)cc1 shows -4%

# Additional compounds:
SMILES,ERK EGF inh
Cc1ccc([N+](=O)[O-])c(OCCCNCC(C)O)c1 (centres undefined),-4%
CN(C)CCN(C(=O)c1cccc(Cl)c1)c1nc2c(Cl)cccc2s1,9%
COC(=O)C(O)(CC(=O)Nc1ccccc1OC)C(F)(F)F (centres undefined),8%
CN(C(=O)c1cccs1)c1ccc(OCC(=O)N2CCC(C(N)=O)CC2)cc1,-3%
COc1cccc(OCCOCCOc2ccc(C)cc2[N+](=O)[O-])c1,5%
CCCC[C@@H]1C[C@H]1C(NC(=O)c1ccco1)c1ccc(-c2ccccc2)cc1 (some centres undefined),-1%
O=C1CCC/C(=N/Nc2ccc(Cl)cc2)C1,20%
COC(=O)c1cc(=O)[nH]c(SCc2cccc(C)c2)n1,-1%
O=C(COC(=O)c1ccc[nH]c1=O)Nc1cc(S(=O)(=O)N2CCCCC2)ccc1Cl,?
COc1ccccc1CN1C[C@@H]2C[C@@H](c3cccc(O)c3)N3CCC[C@@]23C1=O,-4%
Cc1nc(C(=O)NNC(=O)Nc2ccccc2)cs1,1%[57.5 µM]
NC1=NC(=Nc2cccc(Cl)c2)c2ccccc21,-1%

# Ordered by length of the SMILES (falling): part of the list above
SMILES,ERK EGF inh
CC(=O)c1cc2c(cc1N/C(=N/S(=O)(=O)c1ccccc1)c1ccc(Cl)cc1)OCO2,16%
COc1ccccc1CN1C[C@@H]2C[C@@H](c3cccc(O)c3)N3CCC[C@@]23C1=O,-4%
O=C(COC(=O)c1ccc[nH]c1=O)Nc1cc(S(=O)(=O)N2CCCCC2)ccc1Cl,?
CCCC[C@@H]1C[C@H]1C(NC(=O)c1ccco1)c1ccc(-c2ccccc2)cc1 (some centres undefined),-1%
CN(C(=O)c1cccs1)c1ccc(OCC(=O)N2CCC(C(N)=O)CC2)cc1,-3%
Cc1ccc(S(=O)(=O)N2CCOCC2)cc1C(=O)NNC(=O)c1ccoc1C,?
CCc1cc(-c2n[nH]c(C)c2-c2nc3ccccc3n2C)c(O)cc1O,3%
CN(C)CCN(C(=O)c1cccc(Cl)c1)c1nc2c(Cl)cccc2s1,9%
COc1cccc(OCCOCCOc2ccc(C)cc2[N+](=O)[O-])c1,5%
O=C(Cc1cccc2ccccc12)Nc1ccc(N2CCOCC2)cc1,7%
COC(=O)C(O)(CC(=O)Nc1ccccc1OC)C(F)(F)F (centres undefined),8%
Cc1ccc(NC(=O)Nc2ccnc(-c3cccnc3)n2)cc1,-4%
Cc1ccc([N+](=O)[O-])c(OCCCNCC(C)O)c1 (centres undefined),-4%
NC1=NC(=Nc2cccc(Cl)c2)c2ccccc21,-1%
O=C1CCC/C(=N/Nc2ccc(Cl)cc2)C1,20%

# Going on with the list:
SMILES,ERK EGF inh
COC(=O)c1cc(NC(=S)N2CCN(C(=O)C3CCCO3)CC2)cc(C(=O)OC)c1 (centres undefined),6%
Cc1ccc(-n2cccc2/C=C2\C(=N)N3N=C(C(C)C)SC3=NC2=O)cc1,-4%
O=C(CCCN1C(=O)/C(=C/c2cccs2)SC1=S)NNC(=O)c1cccnc1,-11%[57.5 µM]
NC(=O)c1cc2ccccc2o/c1=N\NC(=O)c1ccco1,7%
COc1ccc(N(CC(=O)N/N=C/c2ccc3c(c2)OCO3)S(=O)(=O)c2ccc(NC(C)=O)cc2)cc1,3%
O=c1cc(N2CCCC2)[nH]c(=O)n1-c1ccc(Cl)cc1,-12%
Cc1ccc(CSCCNC(=O)CN(c2cc(C)ccc2C)S(C)(=O)=O)cc1,-5%
O=C(N/N=C/c1cc(Br)ccc1O)c1cccc(N2CCCC2=O)c1,9%
O=C(c1cccc(F)c1)N1CCC2(CCN(Cc3cc(C(F)(F)F)cc(C(F)(F)F)c3)CC2)CC1,1%
Cc1cscc1NC(=O)/C=C/C(=O)O,-3%[57.5 µM]
CCOc1cc2c(cc1/C=C(/C#N)c1ccc(C(=O)O)cc1)OCO2,-1%
CS(=O)(=O)N1CCC(C(=O)NCc2ccc3c(c2)OCO3)CC1,-8%[57.5 µM]
O=C(N/N=C1/CC2C=CCC12)c1ccc(Br)o1 (centres undefined),2%
O=C(Nc1ccc(Br)c(C(F)(F)F)c1)c1ccc(C(F)(F)F)cc1,-4%[57.5 µM]
OC(CCN1CCCCC1)(c1ccccc1)C1CCCCC1 (centres undefined),-2%[57.5 µM]
O=C(NCC(=O)N(CC1CCCO1)C(C(=O)NC1CCCCC1)c1ccccc1)c1ccco1 (centres undefined),-5%
CCCC[C@@H]1C[C@H]1C(NC(=O)c1ccco1)c1ccc(C(=O)OC)cc1 (some centres undefined),-1%
Cc1ccc(C)c(NS(=O)(=O)c2ccc3[nH]c(=O)[nH]c3c2)c1,11%[57.5 µM]
N#CCCC(CCC#N)C1=NCCc2ccccc21,5%[57.5 µM]
O=S(=O)(c1ccc(Cl)cc1)n1ccc2cccnc21,3%
CCOC(=O)/C(C)=C1\NC(C)(C)Cc2ccccc21,0%
Cc1cc(N)n(-c2ccc(Oc3ccccc3)c(S(=O)(=O)O)c2)n1,-1%
CCOC(=O)c1[nH]c2ccccc2c1NC(C)=O,0%[57.5 µM]
O=C(CSC1=NCCS1)N1CCN(c2ccccc2)CC1,9%
O=C(NCc1cccnc1)C(=O)NCC(c1ccco1)N1CCN(c2ccccc2F)CC1 (centres undefined),3%
N#Cc1cccc(NC(=O)N2CC[C@@]3(CCCN(C(=O)c4csnn4)C3)C2)c1,-16%
COc1cc(/C=C/c2ccc(O)cc2)cc(OC)c1,?
CC(C)C(NC(=O)c1ccccc1)C(=O)OCc1cc([N+](=O)[O-])cc2c1OCOC2 (centres undefined),16%
COc1ccccc1N1CCN(C(=O)c2cc(-c3cccs3)on2)CC1,0%
Cc1cc(C(=O)NCc2cccs2)ccc1[N+](=O)[O-],-2%
CSc1oc(-c2ccc(F)cc2)nc1S(=O)(=O)c1ccccc1,-9%
COc1ccc(CNc2ncncc2-c2ccc3c(c2)OCO3)c(OC)c1,25%
COc1cc(/C=C(/C#N)C(=O)Nc2ccc(C)cc2)ccc1Oc1nc(Cl)ncc1F,3%
CN(C)c1nc(NCc2ccccc2)nc(N/N=C/c2ccc(Br)cc2)n1,0%
O=C(O)c1ccc(N/N=C/c2ccc3nccnc3c2)cc1,6%[57.5 µM]
CCOC(=O)C1CCN(Cc2c(O)c3ccccc3oc2=O)CC1,25%
NC(=O)C1CCN(C(=O)c2ccc3c(=O)n(Cc4ccco4)c(SCC(=O)c4ccccc4)nc3c2)CC1,9%
Cc1ccc(CSc2ncnc3ccccc23)cc1,7%
S=C(NCc1ccc(Cl)cc1)Nc1ccccc1,7%
COc1ccc(/C=N/NC(=O)c2ccc(F)cc2)cc1CN1CCc2cc(OC)c(OC)cc2C1C (centres undefined),6%
CCc1ccc(C(=O)NC(=S)Nc2ccc(N3CCOCC3)cc2)cc1,?
Cn1c(SCC(=O)CC(=O)Nc2ccccc2)nnc1-c1ccc(O)cc1,2%
Cc1c(NC(=S)N/N=C/c2ccc([N+](=O)[O-])cc2O)c(=O)n(-c2ccccc2)n1C,-3%[57.5 µM]
CCCSc1nc(O)c(C(c2ccc(OC)c(O)c2)c2c(O)nc(SCCC)n(C)c2=O)c(=O)n1C,4%
c1ccc(C(c2ccccc2)N2CCN(Cc3nc(-c4cnccn4)no3)CC2)cc1,0%[57.5 µM]
CCCCCc1cccnc1,-1%[57.5 µM]
CCOC(=O)N1CCN(C(=O)Cc2c(C(=O)O)n(C)c3ccccc23)CC1,2%[57.5 µM]
CCOC(=O)CCCCCCCCCCCCC1C=CCC1 (centres undefined),18%
Cc1cccc(OCC(=O)O/N=C(\N)Cc2ccc([N+](=O)[O-])cc2)c1,0%
CCCCCn1c(CNC(=O)c2cccs2)nc2ccccc21,-4%
CC(C)Cn1c(=O)c(-[n+]2ccccc2)c([O-])c2ccccc21,-4%
CCCCC(=O)N/N=C/c1sccc1C,5%
CNC(=O)c1[nH]cnc1C(=O)N[C@@H](CCCCNC(=O)OC(C)(C)C)C(=O)OC(C)(C)C,-6%[57.5 µM]
NC(=O)C1CCN(CC(=O)N2N=CCC2c2ccccc2)CC1 (centres undefined),21%
CC(CN1C(C)CCCC1C)OC(=O)c1ccc(Cl)cc1 (centres undefined),0%
O=C(c1cccc([N+](=O)[O-])c1)N1CCCN(C(=O)c2cccc([N+](=O)[O-])c2)CC1,3%
CCSC1=N/C(=C\C=C2/Oc3ccccc3N2CC)C(=O)S1,?
CCOC(=O)/C(=N\Nc1ccc(Cl)cc1)Sc1nnc(-c2ccc(OC)cc2)n1C,0%
O=C(N/N=C/C=C/c1ccccc1[N+](=O)[O-])c1cccnc1,-1%
CCCOc1ccc(/C=N/NC(=O)C(=O)Nc2ccccn2)cc1,4%
# Continued:
SMILES,ERK EGF inh
COc1ccc(C(=O)Nc2ccc(S(=O)(=O)Nc3cc(C)nc(C)n3)cc2)cc1,-5%[57.5 µM]
COC(=O)c1ccc(C(=O)OC)c(NC(=O)C2CC2)c1,-10%
O=C(NCCCN1CCOCC1)c1cc(Cl)ccc1[N+](=O)[O-],-3%
CC1(C)C=CC(=O)[C@]2(C)C1CC(=O)[C@]1(C)C2CC[C@@]2(C)C(c3ccoc3)OC(=O)C3OC321 (some centres undefined),13%
COc1ccccc1OCCn1cc(/C=N/NC(N)=S)c2ccccc21,8%
COc1cc(NC(=O)COC(C)=O)c(C)cc1[N+](=O)[O-],-4%
COCCCNC(=O)C(CC(N)=O)NC(=O)OCc1ccccc1 (centres undefined),2%[57.5 µM]
CCOC(=O)C1(Cc2ccc(OC)cc2)CCN(C(=O)c2cncs2)CC1,-7%[57.5 µM]
COc1ccc2c(CC(=O)Nc3nc(C)cs3)coc2c1,-2%
O=C(NCC1CCCO1)C(c1ccncc1)N(Cc1cccs1)C(=O)Cn1nnc(-c2ccc(F)cc2)n1 (centres undefined),-1%
COc1cc(C(C(=O)Nc2c(C)cccc2C)N(C)C(=O)c2ccc(-n3cnnn3)cc2)ccc1O (centres undefined),-11%[57.5 µM]

# From PubChem BioAssay
